# Source: PubChem (Sanford-Burnham Center for Chemical Genomics)
# hIAP act: increases human intestinal alkaline phosphatase activity | purified human IAP, CDP-Star luminescence, 30 min; stronger effect = higher value; 1 = vehicle-only enzyme, 0 = enzyme-free background | activation factor at 10 µM | hit rate 0.16% among 330,000 | AID 2524;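 active = activation factor of the enzyme at least 2-fold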; also: the source names both 10 and 20 µM as test concentration; values of inactives mirror those of a sister screen read the other way
# mIAP block: blocks mouse intestinal alkaline phosphatase; purified mouse IAP, CDP-Star luminescence, 30 min; inhibition, % at 10 µM; hit rate 0.2% among 330,000;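 active = inhibition of at least 40% at 10 µM in the primary screen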;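 also: plate controls were DMSO with enzyme for no effect and no enzyme wells for full effect; values of inactives mirror those of a sister screen read the other way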
# MPTP block: inhibitors of mitochondrial permeability transition pore; hit rate 1.4% among 360,000; isolated mouse mitochondria, Ca2+ swelling absorbance, 30 min; inhibition, % at 10 µM;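 active = inhibition of 50% or more, scaled per plate between neutral and stimulator controls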;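 also: 0% = DMSO wells given calcium and 100% = 1 mM EGTA wells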
# hIAP block: human IAP inhibition | inhibition, % at 10 µM | P09923 | purified IAP, CDP-Star luminescence, 30 min | hit rate 0.12% among 330,000 | AID 2544;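 active = inhibition reaching a set limit with compound at 10 µM in the primary screen, cut at about 35% in these data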;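 also: plate controls were DMSO wells with enzyme for no effect and no-enzyme buffer wells for full effect; values of inactives mirror those of a sister screen read the other way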
# mIAP act: increases mouse intestinal alkaline phosphatase activity | AID 2805 | hit rate 0.24% among 330,000 | muIAP, CDP-Star luminescence, 30 min; stronger effect = higher value; 1 = vehicle-only enzyme signal, 0 = enzyme-free wells | activation factor at 10 µM;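 active = activation factor of at least 2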; also: the source names both 10 and 20 µM as test concentration; values of inactives mirror those of a sister screen read the other way
#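 System: mouse IAP enzyme. Reagent: CDP-Star chemiluminescent phosphatase substrate. Benchmarks: DMSO wells, no-enzyme wells. Times: 30 min enzyme-substrate-compound incubation at room temperature. Detection: luminescence from enzymatic CDP-Star hydrolysis. Doses: test compounds delivered from DMSO solution.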
# ATG4B inhibitor: ATG4B (human) cysteine protease inhibition. ATG4B cleavage of LC3-PLA2, NBD-HPC fluorescence, 1 h. AID 504462. Q9Y4P1. inhibition, % at 8.33 µM. hit rate 0.51% among 340,000; in the data active = inhibition above about 40%
# Target sequence (Q9Y4P1 whole entry, looked up): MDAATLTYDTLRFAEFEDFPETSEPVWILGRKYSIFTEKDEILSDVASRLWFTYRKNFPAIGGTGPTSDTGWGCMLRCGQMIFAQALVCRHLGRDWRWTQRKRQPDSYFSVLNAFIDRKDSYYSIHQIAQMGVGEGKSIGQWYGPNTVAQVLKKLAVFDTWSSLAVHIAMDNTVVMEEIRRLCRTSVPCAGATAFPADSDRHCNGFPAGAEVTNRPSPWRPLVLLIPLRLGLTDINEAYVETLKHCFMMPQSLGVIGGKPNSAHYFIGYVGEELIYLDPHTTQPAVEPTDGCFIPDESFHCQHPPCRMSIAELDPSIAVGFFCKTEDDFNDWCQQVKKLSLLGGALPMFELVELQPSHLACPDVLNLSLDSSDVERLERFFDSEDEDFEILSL
# A3G deaminase: blocks human APOBEC3G single-stranded DNA deamination; inhibition, % at 20 µM; recombinant A3G, ssDNA deamination FAM/TAMRA fluorescence; Q9HC16; hit rate 0.28% among 330,000;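 active = inhibition of at least 40% at 20 µM, with no more than 30% in the related APOBEC3A deaminase screen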;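 also: plate controls were DMSO wells with A3G for no effect and wells lacking A3G enzyme for full effect; some compounds called inactive have numbers as strong as hits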
# Target sequence (Q9HC16 whole entry, looked up): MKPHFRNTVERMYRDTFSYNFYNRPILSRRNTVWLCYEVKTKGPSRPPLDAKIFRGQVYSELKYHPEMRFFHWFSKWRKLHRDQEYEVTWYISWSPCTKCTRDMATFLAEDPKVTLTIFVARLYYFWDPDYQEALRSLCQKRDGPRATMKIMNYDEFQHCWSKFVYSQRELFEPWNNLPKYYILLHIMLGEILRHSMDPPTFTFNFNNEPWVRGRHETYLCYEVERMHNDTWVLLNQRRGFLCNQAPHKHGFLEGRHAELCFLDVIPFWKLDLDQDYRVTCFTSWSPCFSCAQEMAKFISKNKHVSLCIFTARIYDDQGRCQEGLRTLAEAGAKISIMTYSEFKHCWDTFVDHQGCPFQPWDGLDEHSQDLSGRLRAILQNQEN
# APOBEC3A inh: human APOBEC3A DNA deaminase inhibition; P31941; recombinant A3A, FAM/TAMRA ssDNA deamination fluorescence; inhibition, % at 20 µM; hit rate 0.41% among 330,000; AID 493011;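 active = at least 40% inhibition at 20 µM here, with at most 30% in a related deaminase screen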;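 also: plate controls were A3A with DMSO for no effect and wells lacking A3A enzyme for full effect; some results filed as inactive read as strong as hits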
# Target sequence (P31941 whole entry, looked up): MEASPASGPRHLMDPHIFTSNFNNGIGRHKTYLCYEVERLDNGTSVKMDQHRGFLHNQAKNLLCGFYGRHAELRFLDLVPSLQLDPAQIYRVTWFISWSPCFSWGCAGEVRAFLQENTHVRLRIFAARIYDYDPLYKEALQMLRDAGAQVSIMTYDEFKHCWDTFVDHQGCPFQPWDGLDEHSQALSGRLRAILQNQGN
# beta cell repl: MIN6 beta-cell proliferation induction; MIN6 cells proliferation, ATPlite luminescence, 48 h; cells starved in 0.2% serum; 100% = growth in 10% serum; hit rate 0.29% among 330,000; proliferation, % at 10 µM;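 active = compounds whose signal lies at least 3.5 SD above the mean of all wells on their plate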;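 also: 0% = DMSO-treated cells in low-serum medium and 100% = 10% serum control; some compounds called inactive have numbers as strong as hits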
# The depositor's hits bear a star.
1. Cc1nc2ccc(S(=O)(=O)NCC(=O)O)cc2s1
2. COc1ccc(CC(=O)OCC(=O)Nc2cccc(Br)c2)cc1
3. COc1cc(C)c(C)cc1S(=O)(=O)NC1CC(C)(C)NC(C)(C)C1
4. O=C(NCC(c1ccc(F)cc1)N1CCOCC1)c1ccc(-c2ccccc2)cc1 (configuration not stated)
5. COc1ccc(CCNC2CC(=O)N(CCc3ccccc3)C2=O)cc1 (configuration not stated)
6. Cc1cc(-c2c(C)[nH]n(-c3ccccc3)c2=O)n(-c2ccccc2)n1
7. C=CCN(C(=O)CSC1=NC(=O)CN1C(C)=O)c1nc(C)c(-c2ccccc2)s1
8. CCN(C(=O)CSc1nnc(-c2ccccc2)o1)c1c(N)n(Cc2ccccc2)c(=O)[nH]c1=O
9. Cc1cc(C)c2c(-n3cccc3)c(NC(=O)OCc3ccccc3)sc2n1
10. COc1ccccc1CNC(=O)c1cc2c(s1)CS(=O)(=O)C2
assay / compound,1,2,3,4,5,6,7,8,9,10
hIAP act,0.94,0.99,1.1,0.89,0.97,1.2,1,1.1,1.1,1
mIAP block,-2,-14,-6,-5,8,-15,8,12,-12,5
MPTP block,0.6,1.2,-0.1,0.6,-0.3,0.7,2.8,-0.1,0.6,0.2
hIAP block,6,1,-6,11,3,-21,0,-12,-11,-3
mIAP act,1,1.1,1.1,1.1,0.93,1.1,0.92,0.88,1.1,0.95
ATG4B inhibitor,-2,-1,6,-6,-12,-8,27,-6,7,4
A3G deaminase,-2,-7,-4,-9,-4,-9,1,-5,-4,1
APOBEC3A inh,4,-2,-3,-4,0,-8,1,1,-6,2
beta cell repl,-2,1,-1,-3,-2,-2,-6,-4,-5,-1

11. COc1ccc(Br)cc1CNC(=O)c1ccc2c(c1)N(C)CCS2
12. NC(=O)CSc1nnnn1-c1ccccc1Cl
13. O=C(Cn1nnc2ccccc2c1=O)NCc1ccc(Cl)cc1
14. CCCCC1CCc2[nH]nc(C(=O)O)c2C1 (configuration not stated)
15. CCOC(=O)CN1CC23C=CC(O2)C(C(=O)Nc2ccc(F)cc2)C3C1=O (configuration not stated)
16. C=C(C)COc1ccc(C2NC(=O)c3ccccc3O2)cc1OCC (configuration not stated)
17. CC(C)(C)NC(=O)NC(=O)COC(=O)C1c2ccccc2Oc2ccccc21
18. CCCN(C(=O)CSCC(=O)Nc1cccc(C)c1)c1c(N)n(Cc2ccccc2)c(=O)[nH]c1=O
19. Cc1cc(C)c2nc(N3C(=O)C(O)=C(C(=O)c4ccco4)C3c3ccc(O)cc3)sc2c1 (configuration not stated)
20. CC(C)(C)SCCNC(=O)c1ccc(Cl)c([N+](=O)[O-])c1
assay / compound,11,12,13,14,15,16,17,18,19,20
hIAP act,0.94,1.1,1.1,1.2,1.3,1.2,1.1,1.3,1,0.81
mIAP block,-30,-7,11,4,0,5,-10,10,33,5
MPTP block,-0.1,-5.1,-0.4,-2.7,-1.1,5.4,-1.4,1.4,1.4,2.3
hIAP block,6,-5,-10,-17,-26,-16,-10,-33,-4,19
mIAP act,1.3,1.1,0.89,0.96,1,0.95,1.1,0.9,0.67,0.95
ATG4B inhibitor,37,-1,4,2,9,-6,9,-13,2,13
A3G deaminase,-5,0,-10,-12,-7,-4,-1,-7,-5,-4
APOBEC3A inh,1,1,-1,-5,-4,-7,0,1,0,-3
beta cell repl,-4,-1,-3,-2,-3,2,-2,-2,-8,0

21. CCN(c1ccc(OC)cc1)S(=O)(=O)c1nnc(NC(=O)COc2ccc(F)cc2)s1
22. Cc1ccccc1C(=O)N1CCC(C(=O)N2CCN(S(=O)(=O)c3ccccc3F)CC2)CC1
23. O=C(NCCc1c[nH]c2ccccc12)C(=O)NCC1OCCN1S(=O)(=O)c1ccc(Cl)cc1 (configuration not stated)
24. COc1ccc(N(CC(=O)Nc2cc([N+](=O)[O-])ccc2C)S(C)(=O)=O)cc1OC
25. CN(CC(=O)Nc1ccc(Cl)c(C(F)(F)F)c1)C(=O)CCN1C(=O)C2CC=CCC2C1=O (configuration not stated)
26. CC(=O)NC(Cc1ccc(C)cc1)C(=O)NC1CCN(c2ncccc2[N+](=O)[O-])CC1 (configuration not stated)
27. Cc1c(/N=C(\[O-])Nc2ccc(Br)cc2)sn[n+]1C
28. Fc1ccccc1/C=N/Nc1ncnc2ccccc12
29. CCn1c(=O)cc(SCC(=O)N(C)Cc2ccccc2)c2ccccc21
30. COc1cc(/C=C/C(=O)OCC(=O)NC(=O)NC(C)(C)C)ccc1OCC#N
assay / compound,21,22,23,24,25,26,27,28,29,30
hIAP act,1.3,1,0.89,1,0.94,0.86,1,0.97,1.2,0.88
mIAP block,-1,-2,13,-1,5,16,0,3,-3,5
MPTP block,12,-1.3,1.4,-0.1,-2.5,-0.8,3.1,0.0,1.5,-2.7
hIAP block,-28,0,11,0,6,14,-2,3,-22,12
mIAP act,1,1,0.87,1,0.95,0.84,1,0.97,1,0.95
ATG4B inhibitor,-5,-2,-21,6,-6,-7,-9,-11,-16,0
A3G deaminase,10,-7,-3,3,8,-9,-3,-6,-5,-5
APOBEC3A inh,13,-1,-6,6,-3,-6,-5,-2,-5,1
beta cell repl,-5,-4,-1,-4,-1,0,-3,-2,-3,-1

31. COC(=O)c1ccc(C(c2c(N)n(CC(C)C)c(=O)[nH]c2=O)N2CCN(c3ccccc3)CC2)cc1 (configuration not stated)
32. Cn1c(=O)oc2cc(S(=O)(=O)Nc3ccc(O)cc3)ccc21
33. COc1cccc(C2Nc3ccccc3C(=O)N2c2ccc(F)cc2)c1O (configuration not stated)
34. O=C(NCCCN1CCc2ccccc2C1)C1CCN(S(=O)(=O)N2CCCC2)CC1
35. O=C(CCS(=O)(=O)c1ccccc1)NCCS(=O)(=O)c1ccccc1
36. C/C=C(/C)C(=O)O[C@@H]1c2c(ccc3ccc(=O)oc23)OC(C)(C)[C@@H]1OC(C)=O
37. O=C(Nc1ccsc1C(=O)NC1CCCCC1)c1ccc(F)cc1
38. O=C(c1ccc(S(=O)(=O)N2CCCC2)cc1)N1CCC(CN2C(=O)c3cccc4cccc(c34)C2=O)CC1
39. CCOC(=O)Cn1nc(-c2ccccc2)ccc1=O
40. COc1ccc(OCC(=O)N2CCN(S(=O)(=O)c3ccc(Cl)s3)CC2)cc1
assay / compound,31,32,33,34,35,36,37,38,39,40
hIAP act,1.1,0.89,1.2,1,0.95,1,0.9,0.94,0.95,0.98
mIAP block,-38,9,2,-7,0,-5,1,6,1,11
MPTP block,-0.3,1.2,0.8,0.4,-1.1,-0.7,7.6,0.3,18,1.1
hIAP block,-13,11,-15,-1,5,-2,10,6,5,2
mIAP act,1.4,0.91,0.98,1.1,1,1,0.99,0.94,0.99,0.89
ATG4B inhibitor,-18,-4,-2,-3,-2,-9,-2,-8,9,-2
A3G deaminase,-8,2,-3,-3,0,-3,0,-1,-4,-3
APOBEC3A inh,-2,-4,-1,1,4,2,1,7,3,2
beta cell repl,-3,-2,-4,-2,-3,0,2,-5,-1,-3

41. O=C1C2CC=CCC2C(=O)N1c1ccc(NCCc2ccccc2F)c([N+](=O)[O-])c1 (configuration not stated)
42. N#Cc1ccc(C(=O)Nc2ccc([N+](=O)[O-])cc2)c(F)c1
43. COc1ccc(Cc2nc3ccc(C(=O)NCCn4ccnc4C)cc3o2)cc1OC
44. Cn1c(NC(=O)c2ccc(F)c(F)c2)cc(=O)n(C)c1=O
45. O=C(O)C1CCCCC1C(=O)NC1CCCCC1 (configuration not stated)
46. COc1ccc(-c2ncc(CN3CCN(CCC(C)C)C(CCO)C3)cn2)cc1 (configuration not stated)
47. CN1CCN(C(=O)CSc2ccc(C(F)(F)F)cc2[N+](=O)[O-])CC1
48. O=C(CSc1nc2ccccc2[nH]1)N/N=C/C=C\c1ccccc1[N+](=O)[O-]
49. CCOC(=O)C1CCN(S(=O)(=O)c2c(C)[nH]c(=O)[nH]c2=O)CC1
50. O=C(NCc1ccccc1)c1ccc(Cl)nc1
assay / compound,41,42,43,44,45,46,47,48,49,50
hIAP act,0.88,1.1,1,1,1,0.94,0.95,1.3,1.1,0.89
mIAP block,5,-4,-2,-12,3,-5,-8,16,1,14
MPTP block,3.3,-1.7,0.6,0.2,0.0,2.9,-0.6,2.9,0.0,-0.3
hIAP block,12,-8,0,-4,-4,6,4,-27,-10,12
mIAP act,0.95,1,1,1.1,0.97,1.1,1.1,0.84,0.99,0.86
ATG4B inhibitor,17,-5,10,4,8,-12,0,8,-7,-2
A3G deaminase,-4,-7,0,-13,-9,-6,-3,0,-5,-8
APOBEC3A inh,1,0,1,-5,-8,-3,1,1,-1,-4
beta cell repl,-4,-3,-4,0,2,-4,0,6.1*,-2,0

# Whole records as entered above. Values in the order: hIAP act | mIAP block | MPTP block | hIAP block | mIAP act | ATG4B inhibitor | A3G deaminase | APOBEC3A inh | beta cell repl
# Listed for `CCOC(=O)C1CCN(S(=O)(=O)c2c(C)[nH]c(=O)[nH]c2=O)CC1` → 1.1 | 1 | 0.0 | -10 | 0.99 | -7 | -5 | -1 | -2
# Listed for `O=C(O)C1CCCCC1C(=O)NC1CCCCC1` (configuration not stated) → 1 | 3 | 0.0 | -4 | 0.97 | 8 | -9 | -8 | 2
# Listed for `N#Cc1ccc(C(=O)Nc2ccc([N+](=O)[O-])cc2)c(F)c1` → 1.1 | -4 | -1.7 | -8 | 1 | -5 | -7 | 0 | -3
# Listed for `CN1CCN(C(=O)CSc2ccc(C(F)(F)F)cc2[N+](=O)[O-])CC1` → 0.95 | -8 | -0.6 | 4 | 1.1 | 0 | -3 | 1 | 0
# Listed for `COc1ccc(-c2ncc(CN3CCN(CCC(C)C)C(CCO)C3)cn2)cc1` (configuration not stated) → 0.94 | -5 | 2.9 | 6 | 1.1 | -12 | -6 | -3 | -4

# Other structures
51. CC(=O)c1cc(CN2CCN(Cc3ccccc3)C(CCO)C2)cs1 (configuration not stated)
52. COC(=O)c1c(NC(=O)c2cccc(N3C(=O)CCC3=O)c2)sc2c1CCN(C(C)=O)C2
53. CCc1ccc2[nH]c(=O)c(C(c3nnnn3Cc3ccccc3)N3CCOCC3)cc2c1 (configuration not stated)
54. CCn1ncc2c(OCc3ccc(C#N)cc3)cc(C)nc21
55. COc1cc(/C=N/NC(=O)c2ccccn2)cc2c1OCO2
56. Cc1ccc(CNC(=O)Cn2cnc3c(NC(=O)OCc4ccccc4)ncnc32)o1
57. COc1ccc(C(=O)Nc2ccccc2Cc2ccccc2)c(OC)c1
58. Cc1ccc(C(=O)NCCNC(=O)c2ccccn2)cc1
59. CCOc1ccccc1OCCCC(=O)Nc1sccc1C(N)=O
assay / compound,51,52,53,54,55,56,57,58,59
hIAP act,0.99,1.1,0.94,0.82,1.1,0.95,0.87,1,0.9
mIAP block,-17,5,2,1,-8,0,-3,-3,8
MPTP block,-1.1,-0.8,1.5,1.5,2.1,-0.6,13,1.2,-0.1
hIAP block,1,-6,6,18,-6,5,13,-2,10
mIAP act,1.2,0.95,0.98,0.99,1.1,1,1,1,0.92
ATG4B inhibitor,-9,-10,-5,-9,-7,3,7,-13,11
A3G deaminase,-2,-4,-4,-1,-7,-5,-11,-4,-9
APOBEC3A inh,-6,0,-3,5,2,-5,0,-1,-4
beta cell repl,-3,-1,-1,2,-1,4,2,2,0
